Screening results deposited in PubChem BioAssay by Sanford-Burnham Center for Chemical Genomics.
H9c2 TAG inh – inhibitors of triacylglycerol accumulation; H9c2 cells, Nile Red lipid (TAG) fluorescence; cells loaded with 200 µM oleic acid; AID 651582; actives 0.66% (n = 230,000); inhibition, % at 12.5 µM;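 active = pattern-corrected inhibition of lipid staining of at least 50% with the nuclear-stain viability signal not falling by more than 50%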;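 also: 0% = DMSO wells and 100% = triacsin C control wells; some results filed as inactive read as strong as hits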
H9c2 TAG inh DAPI viability – further read-out of H9c2 TAG inh, marked with its call; DAPI nuclei signal change (viability), lower = more cytotoxic, %;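 whole-well DAPI fluorescence read on a plate reader as a viability signal; minus 50 percent equals half of cells still viable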
* hit, by the source's call.

Screens in order – H9c2 TAG inh DAPI viability, H9c2 TAG inh
COc1ccc(N2C(=O)c3ccccc3NC2c2ccc(OC)c(CN3CCOCC3)c2)cc1 (stereo unspecified)
    2, 10
O=C(O)CC1(Cc2nc(-c3cccs3)no2)CCCC1
    3, 5
O=C(CSc1nnc2ccccn12)NNC(=O)c1ccc([N+](=O)[O-])cc1
    0, -2
CCN(CC(=O)Nc1ccccc1Br)C1CCCCC1
    -1, -10
Cc1ccccc1C(=O)Nc1cc(S(=O)(=O)N2CCOCC2)ccc1N1CCN(C)CC1
    -5, -2
CC(=O)c1cccc(-c2ccnc3c2CC(C(=O)NC(C)C)O3)c1 (stereo unspecified)
    1, -2
C#CC1(NC(=O)NC(C)(C)C)CCCCC1
    -4, 4
Cc1nn(C)cc1S(=O)(=O)NCc1ccc2c(c1)OCO2
    5, -10
O=C(CSc1ccccc1C(=O)O)NCc1ccccc1
    -1, 3
CC1(CCc2ccccc2)NC(=O)NC1=O (stereo unspecified)
    -1, -27
Cc1nc2c(ccc3nc(NC(=O)C4CC4)sc32)s1
    0, 39
O=C(Nc1nc(-c2ccccn2)cs1)c1ncc(Cl)c(Cl)c1Cl
    5, 4
Cc1ccccc1-c1cnn(-c2cccc([N+](=O)[O-])c2)c1N
    -2, 22
Nc1ccc(C#Cc2ccc3oc4ccccc4c(=O)c3c2)cc1
    12, -13
Nc1ncnc2c1ncn2[C@@H]1O[C@H](CNS(=O)(=O)C2CC2)[C@@H](O)[C@H]1O
    -5, -3
COc1cc(Br)cc2cc(C(=O)N3CCOCC3)c(=O)oc12
    1, -3
COc1cc(/C=N/NC(=O)CNS(=O)(=O)c2ccc(C)cc2)cc(OC)c1OC
    4, -2
Cc1ccc(/C=C/C(=O)Nn2cnnc2)cc1
    0, 4
CCCc1nnc(NC(=O)CN2CCOCC2)s1
    -6, -15
CCOc1ccc(NC(=S)Nc2ccc(Br)cc2Cl)cc1
    -3, -27
O=C(Oc1ccccc1)c1c(Cl)cccc1P(=O)(O)O
    0, 5
COc1ccc2c(c1)CCC(C)N2C(=O)C(=O)c1c[nH]c2ccccc12 (stereo unspecified)
    -7, 4
Cc1cc(NS(=O)(=O)c2ccc(NC(=S)NCc3ccccc3)cc2)no1
    5, 0
Cc1cnc(C(=O)OCC(=O)Nc2cccc(S(=O)(=O)N3CCOCC3)c2)cn1
    1, 6
NC(=O)CCC(C(=O)O)N1C(=O)C2C3CCC(C3)C2C1=O (stereo unspecified)
    3, 0
CCc1cnc(Nc2nc(C(N)Cc3ccc(F)cc3)cs2)nc1 (stereo unspecified)
    -6, 11
O=Cc1sc(=O)n(Cc2cccc(C(=O)O)c2)c1Cl
    -4, 1
CCN1C(=O)C(=O)N(CC(=O)Nc2cc(C)ccc2C)C1=O
    2, -7
Cc1nc(SCC(=O)c2ccc(F)c(F)c2)[nH]c(=O)c1Oc1ccc(F)cc1
    4, 0
CS(=O)(=O)N(CCc1ccccc1)CC(=O)Nc1ccc2c(c1)OCO2
    0, -28

Record cards (already shown).
`Cc1nc(SCC(=O)c2ccc(F)c(F)c2)[nH]c(=O)c1Oc1ccc(F)cc1` is listed with H9c2 TAG inh DAPI viability = 4; H9c2 TAG inh = 0
`CCN1C(=O)C(=O)N(CC(=O)Nc2cc(C)ccc2C)C1=O` is listed with H9c2 TAG inh DAPI viability = 2; H9c2 TAG inh = -7

Following part:
Screens in order – H9c2 TAG inh DAPI viability, H9c2 TAG inh
Cc1cccc(SCC(=O)Nc2ccccc2[N+](=O)[O-])c1
    -14, -11
COc1ccc(-c2c(C(C)=O)c(C)nc3sc4c(=O)n(-c5ccc(C)cc5)nnc4c23)cc1
    1, -1
Cn1c(SCC(=O)NCc2ccccc2)nnc1C1CC1
    0, 1
CC1=C(C(=O)OCc2ccccc2)C(c2ccco2)n2ncnc2N1 (stereo unspecified)
    -5, -36
O=C(COC(=O)/C=C/c1cccc(C(F)(F)F)c1)Nc1cccc2ccccc12
    0, -25
O=[N+]([O-])c1ccccc1O[C@@H]1O[C@H](CO)[C@H](O)[C@H](O)[C@H]1O
    11, -1
COC(=O)c1ccccc1S(=O)(=O)NNC(=O)c1nn(C)c(=O)c2ccccc12
    7, 0
CCOC(=O)c1c(CSc2ccccc2)n(C)c2ccc(O)c(CN3CCOCC3)c12
    0, -2
CC(=O)NCCc1ccc(C(=O)COC(=O)c2cccs2)cc1
    5, -7
CC(=O)CSc1ccc(S(=O)(=O)N2CCN(C)CC2)cn1
    1, -4
Cc1cc(=O)oc2c1c(C)nn2-c1ccc(Br)cc1
    -14, 24
CCc1ccc(OCC(=O)OCC(=O)NC2CCCC(C)C2C)cc1 (stereo unspecified)
    6, 11
CCSC(=S)c1c(C)[nH]n(-c2ccccc2)c1=O
    4, -5
CCN(CC)C(=O)C1CCCN(Cc2cccc(F)c2)C1 (stereo unspecified)
    -11, 0
O=C1CCc2ccc(NC(=O)C3CC3)cc2N1
    -12, -4
N#Cc1ccc2[nH]c(CO)c(-c3ccccc3)c2c1
    8, 0
O=P(Nc1ccccc1)(Nc1ccccc1)c1ccccc1
    2, -19
CCOc1ccc(-n2c(N)c(-c3nc4ccccc4[nH]3)sc2=S)cc1
    0, 13
Fc1ccccc1/C=N/n1c(-c2cccnc2)n[nH]c1=S
    1, -1
CCOc1cc(NC(=S)NCCCN2CCOCC2)c(OCC)cc1NC(=O)C1CCCCC1
    8, 2
Cc1cccc(N2N=C(C(=O)Nc3nc(C)cs3)CCC2=O)c1
    5, -8
N/C(Cc1cccs1)=N\OC(=O)COc1ccc(Br)cc1
    -3, 3
CCCCN1CC(CO)Oc2cccc(F)c2S1(=O)=O (stereo unspecified)
    5, -23
CC(=O)Nc1ccc(OCc2ccc3c(c2)OCO3)cc1
    2, -8
CN1C(C(=O)NCc2ccccc2)CC2Cn3c(nc4ccccc43)C21 (stereo unspecified)
    -3, -10
CON(c1nc(Cl)nc(N(C)C)n1)S(=O)(=O)c1ccccc1Cl
    5, -12
COC(=O)C1=NN(c2ccccc2)C2(S1)SC(C(C)=O)=C(C)N2c1ccccc1 (stereo unspecified)
    -12, -7
NC1=NC(=O)C2(COC(c3ccccc3Cl)OC2)S1 (stereo unspecified)
    14, 1
CC(=O)c1cccc(NC(=O)c2ccc(N(C)S(C)(=O)=O)cc2)c1
    -7, 17
c1ccc(NC2=NCCN2CC2CCCCCC2)cc1
    -3, -16
COc1cccc(-c2ccc(=O)n(CC(=O)Nc3ccc(C(=O)N4CCCC4)cc3)n2)c1
    11, 39
COC(=O)c1ccc(/C=C(\C#N)c2nc3ccccc3s2)cc1
    12, -2
COC(=O)CN1C(=O)CC(C)(C)S(=O)c2ccccc21 (stereo unspecified)
    -4, 2
Cc1ccc(NC(=O)CCNC(=O)c2ccccc2Cl)nc1
    4, 9
CCC(=O)c1ccc(O)cc1
    3, -2
Cc1c(Cl)cccc1NC(=O)CNC(=O)Cc1n[nH]c(=O)c2ccccc12
    -3, 3
Cc1ccc(SCC(=O)N2CC(C)OC(C)C2)cc1 (stereo unspecified)
    -7, 15
Cc1ccc(C)c(N2CC(C(=O)O)CC2=O)c1 (stereo unspecified)
    -4, -5
O=C(N/N=C/C=C/c1ccco1)c1ccncc1
    0, 5
CCCOc1ccc(/C=N/Nc2ccc(C(=O)O)cc2)c(OCCC)c1
    6, 3
COc1ccccc1NC(=O)COC(=O)CCC1CCCC1
    -4, 6
Cc1ccc(N(CC(=O)N/N=C/c2cccs2)S(C)(=O)=O)cc1Cl
    0, -43
COc1ccc(/C=N/OC(=O)Nc2ccccc2OC)cc1
    -9, -9
CN1CCN(C(=S)NC(=O)/C=C/c2cccs2)CC1
    -7, 11
Cc1cc(C)cc(Cn2c3ccc(NC(=O)NCc4ccccc4)cc3c(=O)n2C)c1
    28, -17
CN1CCN(S(=O)(=O)c2cccc(C(=O)Nc3ccccc3N3CCCC3)c2)CC1
    1, 3
Cc1cc(C)nc(NS(=O)(=O)c2ccc(NC(=S)NC(=O)CC(C)C)cc2)n1
    -13, -4
O=C(/C=C/c1ccc([N+](=O)[O-])cc1)NCc1cccnc1
    3, -16
CCN(CC(=O)Nc1ccc2c(c1)OCCO2)c1nc(-c2cccnc2)nc2ccccc12
    -1, 14
O=c1c(-c2ccco2)[n+]([O-])c2ccccc2n1OCc1ccccc1F
    5, -9

Other entries:
Screens in order – H9c2 TAG inh DAPI viability, H9c2 TAG inh
CCOC(=O)CSC(CC)C(=O)Nc1nnc(CC)s1 (stereo unspecified)
    -6, 19
Cc1ccc(-n2ncc3c(NCc4ccco4)ncnc32)c(C)c1
    -11, -6
CCN(CC)CCCNC(=O)c1cn(C)c2ccc(S(=O)(=O)N(C)C)cc2c1=O
    -12, -9
O=C(c1ccco1)N1CCN(c2ncnc3scc(-c4ccc(F)cc4)c23)CC1
    -13, 5
Cc1ccc(CN(Cc2ccccc2)C(=S)NCC(=O)NCc2cccnc2)o1
    2, -9
COc1ccccc1CNC(=O)C(Cc1ccccc1)NC(=O)c1ccccc1 (stereo unspecified)
    -5, 11
O=C1NC(=S)SC1=Cc1ccccc1Br
    5, -5
COc1cc(C(=O)Nc2nnc(C(F)(F)F)s2)c([N+](=O)[O-])cc1OC
    9, -18
COc1ccc(C(=O)c2ccc([N+](=O)[O-])cc2)c(OC)c1OC
    9, -26
O=C(CCc1nc2ccccc2c(=O)[nH]1)Nc1cccc(S(=O)(=O)N2CCOCC2)c1
    -3, -7
Cc1ccc(S(=O)(=O)N2CCCCC2)cc1NC(=O)c1cc(F)c(F)c(F)c1F
    2, -23
Cc1cccn2c(=O)nc(SCC(=O)N3N=C(c4cccs4)CC3c3ccc(F)cc3)nc12 (stereo unspecified)
    -22, 45
Cc1cccc(NC(=O)c2ccc3nccnc3c2)n1
    1, 1
CC(C)N(C(=O)[C@H]1C[C@H](CC(=O)NCCN2CCOCC2)C(=O)N2CCc3c([nH]c4cc(CCC(=O)N(C)C)ccc34)[C@]12C)C(C)C
    0, -3
COc1ccc(C(=O)N(C)Cc2cnn(Cc3ccccc3)c2)cc1S(=O)(=O)N1CCOCC1
    -31, 35
Cc1cccc(C)c1OCc1n[nH]c(=S)o1
    11, -1
Nc1ccn(-c2ncc(C(F)(F)F)cc2Cl)c(=O)n1
    -1, -2
COC(=O)C1=C(Nc2ccccc2NS(=O)(=O)c2ccc(C(F)(F)F)cc2Cl)CSC1
    -6, -1
CN(CCC(=O)Nc1ccc(Br)cc1)Cc1ccccc1
    8, 1
O=C(Nc1cccc(OC(=O)c2ccco2)c1)c1ccco1
    -8, -14
Cc1ccc(NC(=S)N2CCCC(O)C2)cc1 (stereo unspecified)
    9, -7
CC(=O)Nc1cc2c(cc1C(=O)c1ccccc1)OCCO2
    -14, 9
Cc1nc(S(=O)(=O)Cc2ccccc2)nc2c1CCC2
    -7, 2
Cc1nc2ccccc2nc1N1CCC(C)CC1
    4, -11
Cc1cccc(-n2c(CCCN3C(=O)c4ccccc4C3=O)nc3ccccc3c2=O)n1
    3, -18
COc1ccc(C=O)cc1COc1ccc(F)cc1F
    6, 6
O=C(NCC(=O)N1CCCCCCC1)c1ccccc1Cl
    -13, -9
CCOC(=O)CSC(CC)C(=O)Nc1nnc(C(C)C)s1 (stereo unspecified)
    -13, -1
CC(C)CCN1CN(S(=O)(=O)c2cccs2)c2nc3ccccc3nc21
    1, 22
CCN(Cc1ccccc1)C(=O)CSc1nc(C)cc2c1C(=O)OC2
    9, 3
O=C(c1ccco1)N1CCN(C(=O)c2ccccc2OCc2ccc(Cl)cc2)CC1
    3, 9
COc1ccc(O)c(C(=O)c2cc(SCC(=O)O)c3nc4sc5c(c4c(=O)n3c2)CCCC5)c1
    5, 9
Cc1ccc(S(=O)(=O)N2CCCC2C(=O)Nc2nc3c(s2)CCCC3)cc1 (stereo unspecified)
    13, 29
Cn1c(C(=O)N2CCOCC2)cc2c(=O)n3ccccc3nc21
    20, 18
O=C(Cc1cccc2ccccc12)Nc1ccc2oc(-c3ccccc3)nc2c1
    -5.7*, 55*
CC1(C)Cc2c(sc(NC(=O)C3CC(Cl)=CCC3C(=O)O)c2C#N)CO1 (stereo unspecified)
    -4, -6
C[C@@]12CCC=C[C@H]1[C@H](c1ccc3ccccc3c1)N(Cc1ccccc1)C2=O
    0, -18
O=C(COC(=O)c1cc(Cl)ccc1O)NCCC1=CCCCC1
    0, 13
CC(OC(=O)CNC(=O)c1ccco1)C(=O)Nc1ccc(Cl)cn1 (stereo unspecified)
    4, 10
Cc1cc(C)n2nc(C(=O)N/N=C/c3ccccc3C)nc2n1
    -1, 3
CN1CCCC(C)(C(=O)Nc2cccc(Oc3ccccc3)c2)C1 (stereo unspecified)
    18, -20
O=C(Nc1ccccc1)C1Cc2ccccc2CN1C(=O)c1ccco1 (stereo unspecified)
    3, 1
COc1ccc(CCC(=O)Nc2ccc(C(=O)c3ccncc3)cc2)cc1
    -5, 10
CC(C)Oc1ccc(S(=O)(=O)N2CCOCC2)cc1NC(=O)Cc1c(F)cccc1Cl
    -4, 1
Cc1ccc(NC(=O)c2cc(N3C(=O)C=CC3=O)ccc2N2CCOCC2)cc1
    18, -16
O=C1CCCC(O)=C1N=Nc1c(Cl)cc(C(F)(F)F)cc1Cl
    5, 6
CC(OC(=O)CCCN=C1NS(=O)(=O)c2ccccc21)C(=O)Nc1ccccc1F (stereo unspecified)
    3, 7
CC1(C(=O)NS(=O)(=O)C2CC2)CCCN(C(=O)/C=C/c2ccccc2)C1 (stereo unspecified)
    -10, -6
CCOc1ccccc1NC(=S)NC(=O)C1CC1
    6, 5

Three entries out of the list, sorted by heavy-atom count, rising.
Screens in order – H9c2 TAG inh DAPI viability, H9c2 TAG inh
CCOc1ccccc1NC(=S)NC(=O)C1CC1
    6, 5
CC1(C(=O)NS(=O)(=O)C2CC2)CCCN(C(=O)/C=C/c2ccccc2)C1 (stereo unspecified)
    -10, -6
CC(C)Oc1ccc(S(=O)(=O)N2CCOCC2)cc1NC(=O)Cc1c(F)cccc1Cl
    -4, 1

Only part of the results is shown (hit frequency here may not be typical).
